# GALK inhibitor – inhibitors of human galactokinase; Potency, µM (series often up to 57.5 µM), without a hit: at the highest dose activity change, negative = inhibition, most hits filed as inhibitors; hit rate 0.007% among 270,000; Purified GALK, Kinase-Glo residual ATP luminescence; note: potency is the fitted concentration of half-maximal effect
#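 Human GALK (5 nM) with 35 uM ATP and 100 uM galactose in 20 mM HEPES pH 8.0, 5 mM MgCl2, 60 mM NaCl, 1 mM DTT, 0.01% BSA. After 1 h at room temperature, leftover ATP was read by Kinase-Glo Plus luminescence.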
# PKM2 act – activators of human pyruvate kinase M2; P14618; purified PKM2, Kinase-Glo ATP luminescence, activation; response scale: 0% is enzyme alone, no compound; hit rate 0.34% among 260,000; Potency, µM (doses to about 57.5 µM), without a hit: top-dose activation, hits mostly activators; note: potency is the fitted concentration of half-maximal effect; nearly all actives have a fitted effect of over 55% in size
# Target sequence (P14618 whole entry, looked up): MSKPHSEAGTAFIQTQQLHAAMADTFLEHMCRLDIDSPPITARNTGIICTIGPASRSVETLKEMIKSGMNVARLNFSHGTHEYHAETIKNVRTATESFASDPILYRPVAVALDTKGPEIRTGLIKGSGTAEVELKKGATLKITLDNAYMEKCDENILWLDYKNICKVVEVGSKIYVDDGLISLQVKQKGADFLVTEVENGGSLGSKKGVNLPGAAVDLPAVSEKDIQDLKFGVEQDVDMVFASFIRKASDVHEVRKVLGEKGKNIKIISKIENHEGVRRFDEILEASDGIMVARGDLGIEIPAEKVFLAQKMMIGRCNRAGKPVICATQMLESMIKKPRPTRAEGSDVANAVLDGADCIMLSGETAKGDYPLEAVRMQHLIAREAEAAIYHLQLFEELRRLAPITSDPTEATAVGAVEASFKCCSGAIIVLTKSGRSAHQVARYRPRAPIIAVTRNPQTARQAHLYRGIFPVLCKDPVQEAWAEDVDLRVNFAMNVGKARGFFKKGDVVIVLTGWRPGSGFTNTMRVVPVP
#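 Purified hPK-M2 (>95% pure) converted ADP (0.1 mM final) to ATP with 0.5 mM PEP in 50 mM imidazole pH7.2, KCl, MgCl2, Tween 20, BSA; 1 h at room temperature. ATP detected by Kinase-Glo luminescence.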
# KCNH2 3.1 block – blocks the human KCNH2 3.1 channel isoform; U2OS KCNH2 3.1, thallium flux FluxOr; active compounds read low; activity change, % (tested at about 1.8 µM); hit rate 0.95% among 340,000;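 active = maximum activity change below -70%; inconclusive = maximum activity change from -70% to -50%; inactive = maximum activity change above -50%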;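 note: thallium influx rate constant from kinetic fluorescence after stimulation buffer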
#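 We transduce U2OS cells with the mutant 3.1 virus, culture them overnight, load FluxOr with Red40 quencher for 45 min, then add stimulation buffer and read kinetically for 2 min to derive a normalized rate constant.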
# USP2a inh – inhibitors of human ubiquitin-specific protease USP2a. Potency, µM (highest dose often 38.3 µM), for inactives: top-dose activity change, negative = inhibition, usual class: inhibitors. O75604. USP2 core, Ub-CHOP2 coupled fluorogenic reporter, 485/531. hit rate 0.01% among 330,000;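 note: potency is the fitted concentration of half-maximal effect; plate controls were DMSO wells for no effect and full inhibition by NEM control for full effect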
#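 Deubiquitinase activity read as fluorescence (485/531 nm) after Ub-CHOP2 cleavage activates the enterokinase reporter on its substrate; USP2 core 10nM, Ub-CHOP2 and substrate 25nM each, 30min compound preincubation then 60min RT; data normalized to NEM, curves fitted.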
# KCNH2 WT inh – KCNH2 (human, wildtype) channel inhibition | Q12809 | U2OS, BacMam KCNH2, thallium flux FluxOr; active compounds read low | activity change, % at 1.84 µM | hit rate 0.37% among 340,000 | AID 720551;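 active = maximum activity change below -70%; inconclusive = maximum activity change between -70% and -50%; inactive = maximum activity change above -50%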
#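 U2OS cells were transduced with wild-type KCNH2 virus (2.03 x 10^8 / mL) for 4 h at room temperature, then cultured overnight at 37 C. Thallium flux was read with FluxOr dye. Rate constants were normalized to DMSO controls.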
# Eya2 phos inh – blocks the phosphatase activity of human Eya2. O00167. recombinant Eya2, OMFP fluorescence dephosphorylation (OMFP is methylfluorescein phosphate). Potency, µM (titrated, usually from 76.9 µM), for inactives: at the highest dose activity, negative = inhibition, most hits filed as inhibitors. hit rate 0.006% among 330,000; note: potency is the fitted concentration of half-maximal effect
# Target sequence (O00167 whole entry, looked up): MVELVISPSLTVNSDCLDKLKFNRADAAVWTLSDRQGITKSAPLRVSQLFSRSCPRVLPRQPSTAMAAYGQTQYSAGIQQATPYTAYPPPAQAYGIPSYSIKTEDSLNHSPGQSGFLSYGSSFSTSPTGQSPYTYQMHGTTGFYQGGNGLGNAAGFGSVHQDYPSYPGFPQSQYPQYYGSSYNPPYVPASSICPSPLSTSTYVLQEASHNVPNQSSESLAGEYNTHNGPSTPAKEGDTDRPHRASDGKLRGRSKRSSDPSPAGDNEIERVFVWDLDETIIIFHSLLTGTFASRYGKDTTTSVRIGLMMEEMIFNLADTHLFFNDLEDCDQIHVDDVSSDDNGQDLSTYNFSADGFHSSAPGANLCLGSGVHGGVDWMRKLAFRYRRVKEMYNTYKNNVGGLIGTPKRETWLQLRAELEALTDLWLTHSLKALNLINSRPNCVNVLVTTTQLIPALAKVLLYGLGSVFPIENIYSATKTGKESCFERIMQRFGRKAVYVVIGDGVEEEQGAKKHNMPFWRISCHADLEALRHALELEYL
#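 Eya2 protein (added as 0.2 uM solution) was preincubated with compound for 10 min at ambient temperature in 50 mM HEPES pH 7.5, 50 mM NaCl, 5 uM MgCl2, 0.05% BSA, 1 mM DTT. OMFP (added at 50 uM) then reacted 10 min; fluorescence read at 485/525 nm.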
# B2AR arrestin – beta2AR (human) beta-arrestin recruitment activity; P07550; beta-arrestin recruitment to beta2AR, cell-based reporter; Potency, µM (doses to about 46.1 µM), for the others: at the highest dose activation, usual class: activators; hit rate 0.02% among 330,000; AID 492947;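 note: potency is the fitted concentration of half-maximal effect; 0% = DMSO controls and full agonism = EC100 isoproterenol or metaproterenol; nearly all actives have a fitted effect of over 65% in size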
# Giardia kill – Giardia lamblia killing; Giardia lamblia trophozoite viability; hit rate 0.15% among 340,000; activity change, % at 7.66 µM, hits read low; in the data active = activity change below about -80%; inconclusive = between about -30% and that limit;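 note: parasites exposed to compound for two days anaerobically before the ATP read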
#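 Viability, read as ATP luminescence: trophozoites at 100 cells/well, compound added, 48 hrs anaerobic at 37 deg C, then 15-30 min room-temperature development before reading.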
# BCR signal inh – inhibitors of chronic active B-cell receptor signaling; ABC-DLBCL IkBa-CBG/CBR reporter, luminescence ratio, 4 h; hit rate 0.05% among 340,000; Potency, µM (top dose mostly 46.1 µM), without a hit: top-dose ratio change, negative = lower green/red ratio, usual class: inhibitors; active = well fitted inhibition curve with a large enough effect in the signal ratio, with a control signal flat, not every such curve was filed as active; inconclusive = small, poorly fitted or top-dose-only effect, or effect the other way, or a change in a side signal; the % refers to the signal ratio;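 note: potency is the fitted concentration of half-maximal effect; plate controls were basal doxycycline-induced cells for no effect and cells given 10 µM MG132 for full effect; MG132 reads +100%, hits lower the ratio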
#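 Cell line TMD8 (human ABC DLBCL), stably expressing tet-inducible CBG68-IkBa fusion and CBR; IMDM/0.5% FBS; cpd up to 46 uM; dox induction, 4 h, 37C/5% CO2; dual luminescence; green/red ratio; MG132 control.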
# uPA surface inh – blocks generation of uPA at the cell surface. hit rate 0.31% among 330,000. Potency, µM (highest dose often 38.3 µM), inactives show at the highest dose activity change, negative = inhibition, usual class: inhibitors. AID 540303. cell surface uPA generation assay, qHTS; active = well fitted inhibition curve with a large enough effect; inconclusive = small, poorly fitted or top-dose-only effect; inactive = no such curve, though single readings can be large or run the other way; tested in mouse RAW 264.7 cells; note: potency is the fitted concentration of half-maximal effect; nearly all actives have a fitted effect of over 55% in size
# FBPA coupling cs – coupling enzyme interference in Giardia aldolase counter-screen. hit rate 0.67% among 290,000. coupling enzyme system counterscreen, AmpLite Red fluorescence. AID 2472. activity change, negative = inhibition, % at 58.2 µM, hits read low; in the data active = activity change below about -30%
#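 First, compound is pin-transferred into glyceraldehyde-3-phosphate coupling-enzyme reagent at 57.5 uM final and held 10 min at RT. Next, substrate, coupling system and AmpLite Red are added. After 20 min RT, fluorescence (525/598 nm) is read.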
# The depositor's hits bear a star; u = inconclusive; x = no result given; [ ] = another dose, or the depositor's remark. Unless noted, calls come from the whole dose curve; as a rule, active = well fitted curve in the direction sought with a large enough effect; inconclusive = small, poorly fitted or top-dose-only effect, or another doubt; inactive = no such curve, though single readings can be large; an effect the other way counts as inactive or inconclusive. Unless noted, % is set by controls: 0 for no effect and ±100 for the full control effect. Compounds were not picked by outcome; overall some 2.4% were active at least once.
# Value order: GALK inhibitor	PKM2 act	KCNH2 3.1 block	USP2a inh	KCNH2 WT inh	Eya2 phos inh	B2AR arrestin	Giardia kill	BCR signal inh	uPA surface inh	FBPA coupling cs
- O=C(NCc1ccc2c(c1)OCO2)C1CCC(CNS(=O)(=O)c2ccccc2)CC1 (stereo not given)
  -2.7%	-2.7%	6.5	1.0%	-2.6	-0.5%	0.1%	7.5	-8.2%	5.5%	-0.2
- CC(NC(=O)c1ccc(F)cc1)C(c1cccs1)N1CCN(C)CC1 (stereo not given)
  -1.2%	-11.5%	4.0	0.3%	-22.8	-6.4%	-0.1%	19.6	u	1.0%	1.1
- CCCCN(C(=O)CSc1c(C)c(C)cc(C)c1C)c1c(N)n(CCC)c(=O)[nH]c1=O
  x	x	7.0	3.1%	-11.0	7.1%	0.1%	-2.0	0.0%	2.7%	x
- CCN(CC(=O)Nc1cc(Cl)ccc1C)C(=O)c1nc2nc(C)cc(C)n2n1
  x	x	-1.8	1.8%	-9.8	5.2%	6.3%	3.0	u	4.4%	x
- COC(=O)c1c(NC(=O)c2c(OC)cccc2OC)sc2c1C(C(=O)OC)CC2 (stereo not given)
  x	x	-0.6	-1.5%	-2.5	-22.9%	0.6%	-11.4	-6.7%	53.2%[activator]	-4.1
- CCOC(=O)CC(NC(=O)c1ccco1)c1ccc(OC)cc1 (stereo not given)
  -1.0%	-5.5%	2.6	6.5%	-4.0	11.5%	0.6%	2.6	-0.6%	-0.2%	-0.6
- COc1cc(/C=C/C(=O)OCC(=O)Nc2ccc(Cl)cn2)ccc1O
  x	x	2.2	-6.7%	-1.4	-14.8%	0.0%	-1.5	-1.3%	u	x
- C[C@@H]1CN(C2CCN(Cc3nc(CC4CC4)no3)CC2)C[C@H](C)O1
  0.5%	-8.1%	-8.0	2.5%	3.4	0.5%	0.1%	-16.4	5.6%	0.2%	5.0
- O=C(NC1CCCCCC1)C1CCCN(S(=O)(=O)c2cnc[nH]2)C1 (stereo not given)
  1.5%	-2.9%	2.3	2.7%	2.8	-10.6%	-0.4%	-7.2	-0.2%	-2.1%	1.5
- CC1CCN(c2ccc3nnc(CCC(=O)Nc4cc(F)ccc4F)n3n2)CC1
  1.0%	x	16.4	0.7%	-1.6	-3.1%	-0.1%	16.6	-18.2%	3.3%	-0.5
- O=C(c1cc(-c2ccc(Br)cc2)on1)N1CCc2ccccc2C1
  0.3%	-2.7%	-1.2	0.0%	-6.6	-11.7%	-0.5%	6.3	u	-9.9%	-0.3
- COc1cc(/C=C2\C(=N)N3N=C(S(=O)(=O)CC(C)C)SC3=NC2=O)ccc1OC(=O)c1ccco1
  u	x	x	4.3%	x	-10.0%	0.8%	x	-16.8%	x	11.3
- N=c1sccn1CC(=O)Nc1cc(Cl)ccc1Oc1ccccc1
  -0.1%	-23.1%	x	0.8%	30.5	5.0%	-0.3%	-4.1	u	0.7%	0.1
- Cc1cc(C)n2nc(SCC3COc4ccccc4O3)nc2n1 (stereo not given)
  -0.6%	1.4%	0.1	0.2%	9.4	-6.9%	-0.4%	-8.6	u	-2.9%	-1.1
- O=C(NNC(=O)C12CC3CC(CC(Br)(C3)C1)C2)c1ccccc1F
  x	x	-2.3	0.5%	-13.2	1.9%	-0.5%	-4.2	-16.3%	-0.4%	x
- CCOC(=O)c1[nH]c2ccc(C(=O)OC)cc2c1C(=O)OCC
  x	-1.2%	12.9	0.2%	-2.7	7.1%	-0.3%	22.2	-26.4%	-1.8%	1.2
- CCCCc1c(O)nc(SCC(=O)N2CCCCC2)[nH]c1=O
  9.5%	x	16.0	3.9%	8.1	10.9%	0.3%	-10.7	u	3.7%	0.9
- Cc1sc(NC(=O)C2CCCO2)c(C(N)=O)c1C (stereo not given)
  -1.6%	1.0%	16.2	2.7%	1.0	4.0%	0.3%	4.0	-7.1%	0.4%	2.9
- Cc1ccc(S(=O)(=O)Nc2c(C(=O)O)[nH]c3ccccc23)c(C)c1
  -0.3%	x	-7.4	2.6%	-1.0	9.8%	0.3%	-1.9	13.8%	2.3%	-2.6
- COc1cc(/C=C2/C(=N)N3C(=NC2=O)SN=C3S(C)(=O)=O)ccc1OS(=O)(=O)c1ccc(C)cc1
  -25.8%	x	-2.7	-0.9%	7.1	-8.7%	-1.5%	-6.3	0.8%	u	4.2
- Cc1onc(-c2c(F)cccc2Cl)c1C(=O)NCCc1ccncc1
  7.1%	-4.8%	18.3	1.7%	1.2	-12.3%	0.0%	-23.9	0.3%	11.4%	x
- CC(C)[C@H](NC(N)=O)C(=O)NNC(=O)COc1cccc(C(F)(F)F)c1
  -3.6%	1.8%	8.8	3.2%	23.3	-2.3%	-0.7%	25.2	u	5.6%	1.1
- CN(c1ccc(C(=O)Nc2ccc3c(c2)n(C)c(=O)n3C)cc1)S(C)(=O)=O
  1.2%	x	-15.0	3.4%	8.6	-5.0%	3.9%	-8.2	u	-7.1%	1.1
- CCOC(=O)c1cnn2c(N)c(C#N)nnc12
  0.5%	-17.7%	-5.4	-5.5%	-10.0	11.0%	-0.3%	13.4	u	1.2%	-6.4
- Cc1ccc(C(=O)N/C(=C\c2cccnc2)c2nc3ccccc3[nH]2)cc1
  0.7%	4.4%	11.8	0.3%	16.8	-3.2%	-0.1%	5.4	-13.6%	-2.1%	0.1
- Cc1ccc(NC(=O)c2cc(S(=O)(=O)N3CCOCC3)ccc2F)c(C)c1
  2.9%	-5.5%	-19.6	-0.7%	-6.4	26.9%	-0.7%	-2.8	-0.6%	x	-1.8
- CCCCn1c(N)c(N(CCOC)C(=O)CSc2nnc(-c3ccncc3)n2CCC)c(=O)[nH]c1=O
  x	x	-14.8	-0.4%	-7.5	3.1%	-1.1%	5.9	-3.3%	1.7%	x
- CCN(CC(=O)Nc1c(F)cccc1F)C(=O)c1ccc2c(c1)S(=O)(=O)N=C1CCCCCN12
  x	x	-4.2	-0.8%	-8.1	3.6%	0.5%	-5.8	u	1.8%	x
- O=C(NCCN1CCOCC1)c1ccc(NC(=O)C2COc3ccccc3O2)cc1 (stereo not given)
  -0.3%	-3.0%	12.1	-1.3%	4.1	-16.0%	0.1%	-1.4	4.6%	-0.9%	0.4
- COC(=O)CCCn1c(C)cc(C(=O)CCl)c1C
  -1.5%	x	10.9	-1.8%	-1.8	5.8%	3.4%	-17.3	u	-11.8%	0.0
- Cc1ccccc1CN1CCN(c2ccc(S(=O)(=O)N3CCCC3)cn2)CC1
  x	x	-5.8	1.6%	0.5	-3.1%	-0.1%	7.7	-1.5%	-2.8%	x
- Fc1ccc(C2c3[nH]c4ccccc4c3CCN2Cc2ccoc2)cc1 (stereo not given)
  0.4%	-4.8%	-29.1	-1.8%	9.6	-6.7%	-0.1%	-2.1	u	-1.6%	4.0
- COc1ccc(C(=O)N/N=C2\CCS(=O)(=O)c3ccc(F)cc32)cc1OC
  0.7%	3.9%	-1.1	9.0%	14.2	-2.6%	-1.1%	16.5	-17.6%	u	1.1
- Cc1ccc(CSc2nnc(CC(=O)Nc3ccc(C)cc3)n2C)cc1
  2.1%	0.4%	-7.6	-2.0%	14.7	13.1%	0.4%	16.6	5.3%	x	-0.1
- Cc1cc(Cl)nc(-n2nc(C)cc2C)n1
  0.9%	-4.8%	9.1	-1.6%	2.4	2.5%	0.1%	-3.7	-7.5%	-3.1%	-0.7
- CCOC(=O)c1[nH]c(=O)c2ccccc2c1O
  -0.7%	-21.1%	1.8	-0.4%	-3.2	-9.9%	-1.8%	4.7	-1.4%	x	-24.1
- COc1ccc(OCC(=O)N2CCc3c([nH]c4ccccc34)C2c2ccccn2)cc1 (stereo not given)
  0.3%	-0.5%	-11.2	1.5%	7.7	-7.3%	-0.5%	1.2	u	5.7%	0.5
- COc1ccc(CNC(=O)CCn2c(C)csc2=O)cc1
  x	x	2.3	3.8%	-5.7	-5.7%	0.0%	3.0	-0.7%	-0.3%	x
- CN(CC(=O)Nc1ccccc1Cl)C(=O)C1CSC2(C)CCC(=O)N12 (stereo not given)
  x	x	14.8	-4.5%	-0.2	1.0%	-0.2%	-1.4	-0.1%	-1.3%	x
- Cc1cc(N2CCN(c3ccccc3F)CC2)nc2cc(O)ccc12
  -3.7%	-1.6%	-21.4	-8.5%	8.4	24.3%	-1.0%	0.0	-1.9%	0.3%	0.3
- CCOc1ccc(N(CC(=O)Nc2ccc(OC)cc2)C2=NC3CS(=O)(=O)CC3S2)cc1 (stereo not given)
  x	0.6%	16.3	-0.9%	-8.4	5.1%	-0.1%	u	u	u	-0.5

# Assay outcomes as filed in PubChem BioAssay.
